Source: PubChem (National Center for Advancing Translational Sciences (NCATS))
AmpC inh no detg: blocks E. coli AmpC beta-lactamase in detergent-free assay. AmpC nitrocefin hydrolysis, absorbance 480 nm, 0.0001% Triton. Potency, µM (series often up to 57.1 µM), for the others: top-dose activity change, negative = inhibition, most hits filed as inhibitors. 330,000 tested, 0.52% active;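 note: potency is the fitted concentration of half-maximal effect; plate controls were no compound for no effect and no enzyme for full effect; nearly all actives have a fitted effect of over 20% in size; some results filed as inactive show a strong effect at the top dose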
Target sequence (P00811 whole entry, looked up): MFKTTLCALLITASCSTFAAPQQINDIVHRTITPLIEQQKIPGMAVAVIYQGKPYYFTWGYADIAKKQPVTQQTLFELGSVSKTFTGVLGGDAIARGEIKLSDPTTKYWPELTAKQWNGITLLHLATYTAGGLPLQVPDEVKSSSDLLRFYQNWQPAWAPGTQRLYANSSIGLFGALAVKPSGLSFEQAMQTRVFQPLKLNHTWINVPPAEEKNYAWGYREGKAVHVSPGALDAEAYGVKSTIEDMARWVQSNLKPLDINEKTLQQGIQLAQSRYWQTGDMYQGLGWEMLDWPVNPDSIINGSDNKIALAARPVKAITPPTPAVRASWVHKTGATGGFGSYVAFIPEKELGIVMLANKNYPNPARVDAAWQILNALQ
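AmpC (5.3 nM in the dispensed reagent) in 20 mM phosphate pH 7.0 with 0.01% (detergent screen) or 0.0001% Triton X-100 was preincubated with compounds for 15 min at room temperature. Nitrocefin was then added from an 800 uM solution, and hydrolysis was followed at 480 nm.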
FBPA Giardia inh: blocks Giardia fructose-bisphosphate aldolase activity. A8B2U2. purified Giardia FBPA. Potency, µM (doses to about 59.6 µM), without a hit: at the top dose activity, negative = inhibition, hits mostly inhibitors. 290,000 tested, 0.71% active. AID 2451; note: potency is the fitted concentration of half-maximal effect; % is set by controls: 0 for no effect and ±100 for the full control effect; nearly all actives have a fitted effect of over 55% in size
Target sequence (A8B2U2 whole entry, looked up): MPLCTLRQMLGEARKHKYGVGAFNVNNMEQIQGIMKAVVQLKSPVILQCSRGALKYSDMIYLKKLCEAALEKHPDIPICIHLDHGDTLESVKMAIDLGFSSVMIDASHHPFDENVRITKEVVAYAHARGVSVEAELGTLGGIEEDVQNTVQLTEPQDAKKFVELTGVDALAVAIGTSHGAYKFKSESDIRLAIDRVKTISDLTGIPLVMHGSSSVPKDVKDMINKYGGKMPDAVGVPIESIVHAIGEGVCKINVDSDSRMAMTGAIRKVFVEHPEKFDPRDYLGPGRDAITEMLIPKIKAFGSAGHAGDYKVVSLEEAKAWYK
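Giardia FBPA (40 nM reagent) was preincubated 10 min at RT with compound (up to 57.5 uM final), then substrate plus GAPDH/TPI/NAD/arsenate coupling system with diaphorase/resazurin was added; resorufin fluorescence (525/598 nm) was read after 20 min.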
Shiga inhibitor: inhibitors of Shiga toxin in Vero cells; Vero cells, Shiga toxin protein synthesis inhibition reporter; inhibition, % at 38.7 µM; 290,000 tested, 9.2% active; AID 2315; in the data active = inhibition mostly above about 28%, no sharp cut-off; inactive = mostly below about 43%; note: 0% is about no effect
HCMV antiviral: human cytomegalovirus inhibition. HFF cells, HCMV-luciferase reporter, 72 h; hits give low values. activity change, negative = inhibition, % at 57.5 µM. 410,000 tested, 4.5% active; in the data active = activity change below about -60%; inconclusive = no clear call, values can overlap the other calls; inactive = above about -39%; note: % is set by controls: 0 for no effect and ±100 for the full control effect
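Human foreskin fibroblasts infected with luciferase-reporter HCMV at MOI 1 PFU/cell, compounds at two doses. Luciferase measured 72 h post infection; normalized to buffer-only basal and Salinomycin (10uM) controls.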
AMA1-RON2 inh: AMA1-RON2 (P. falciparum) interaction inhibition | AlphaScreen AMA1-biotinylated RON2 peptide binding | AID 720542 | 360,000 tested, 0.2% active | Potency, µM (doses to about 58.2 µM), inactives show top-dose activity change, negative = inhibition, most hits filed as inhibitors;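 note: potency is the fitted concentration of half-maximal effect; 0% = vehicle wells and -100% = peptide control; nearly all actives have a fitted effect of over 45% in size; some results filed as inactive show a strong effect at the top dose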
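AMA1 (3D7) with his tag at 25 nM final met compounds first, then biotinylated RON2 peptide at 25 nM; detection used donor plus acceptor beads, 10 µg/mL apiece, read by AlphaScreen after 30 min at room temperature.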
AmpC inh detg: inhibitors of E. coli AmpC beta-lactamase with detergent. 370,000 tested, 0.041% active. Potency, µM (series often up to 114 µM), for the others: top-dose activity change, negative = inhibition, hits mostly inhibitors. AID 485294. P00811. AmpC hydrolysis of nitrocefin, absorbance 480 nm, 0.01% Triton;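 note: potency is the fitted concentration of half-maximal effect; 0% = no-compound wells and -100% = no-enzyme wells; nearly all actives have a fitted effect of over 25% in size; some results filed as inactive show a strong effect at the top dose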
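20 mM phosphate pH 7.0 + 0.01% (detergent screen) or 0.0001% Triton X-100; 5.3 nM AmpC reagent; cpd preinc 15 min RT; nitrocefin (800 uM stock) to start; A480 q20 s × 4 min; Activity was normalised to no-enzyme and no-compound control wells.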
CHX counter: affects cycloheximide protein synthesis inhibition readout, counter-screen | cell reporter, cycloheximide protein synthesis inhibition counterscreen | 300,000 tested, 12% active | max response, % | AID 2314; in the data active = max response mostly above about 13%, no sharp cut-off; inactive = mostly below about 14%; note: read at 38.3 µM for the half of the compounds with a filed dose; 0% is about no effect
An asterisk follows results filed as active; i = inactive; ? = inconclusive; . = no result given; & = joins results of further samples; [ ] = remark or other dose. Unless noted, calls come from the whole dose curve; as a rule, active = well fitted curve in the direction sought with a large enough effect; inconclusive = small, poorly fitted or top-dose-only effect, or another doubt; inactive = no such curve, though single readings can be large; an effect the other way counts as inactive or inconclusive.

compound	AmpC inh no detg	FBPA Giardia inh	Shiga inhibitor	HCMV antiviral	AMA1-RON2 inh	AmpC inh detg	CHX counter
CCN(CC)c1ccc(NC(=O)c2cnccn2)cc1S(=O)(=O)Nc1ccc(OC)cc1	21%	-6%	-2	-32	5%	?	-1
COc1ccc(Nc2sc(C(=O)c3ccc(Cl)cc3)c(N)c2C(=O)Nc2ccccc2OC)cc1	-43%	0%	-18	?	-14%	-1%	-1
O=C(Nc1nc2ccccc2n1CCN1CCOCC1)c1ccc(Cn2cc([N+](=O)[O-])cn2)o1	32%	-14%	-5	-10	44%[activator]	3%	-3
COc1ccc([N+](=O)[O-])cc1NC(=O)C1CCCNC1=O (stereo not drawn)	-2%	2%	-8	-36	-15%	4%	5
Cc1[nH]n(-c2ccc([N+](=O)[O-])cc2)c(=O)c1C=NCCN1CCN(C(=O)c2ccc(Br)cc2)CC1	-4%	6%	2	34	42%[activator]	0%	-5
O=C(COC(=O)c1ccc2ccccc2c1O)NCC(F)(F)F	-20%	-4%	69*	9	-3%	3%	22*
O=C(CSc1nc(-c2ccc(F)cc2)cc(C(F)(F)F)n1)NCc1cccs1	-22%	-1%	-7	8	10%	-8%	1
COc1ccc(C(=O)NC(=S)Nc2ccc(N3CCCC3)cc2)cc1	-20%	3%	7	?	-4%	?	16*
Cc1ccc(SCCCCN2C(=O)NC(C)(C)C2=O)cc1	32%	0%	-1	11	1%	-14%	13
CCC(C)(C(=O)NC1CCCC1)N(C(=O)CNC(C)=O)c1ccccc1 (stereo not drawn)	-3%	5%	2	7	-7%	-7%	-2
O=C(C1CCN(c2ncnc3c2sc2cccc(F)c23)CC1)N1CCOCC1	104%[activator]	-9%	-7	-21	-1%	?	-8
CC(=O)N1CC=CC1(CC(C)C)C(=O)NCCc1c[nH]c2ccccc12 (stereo not drawn)	-1%	0%&1%	-4	73	0%	-8%	2
CCCn1c(/C=C/c2cc[n+](C)cc2)nc2ccccc21	-10%	-15%	-6	?	-1%	?	-3
COc1ccc2nc(C)c3cc(C)oc3c2c1	-7%	-1%	-9	7	13%	-7%	0
COC(=O)CCC(=O)OC1(C)C(=O)C2=CN(Cc3ccccc3)C(c3ccc(OC)cc3)=CC2=C(Br)C1=O (stereo not drawn)	.	?	.	-11	?	.	.
c1ccc(-c2nnc(C3CC(c4cccnc4)=NO3)o2)cc1 (stereo not drawn)	-23%	-1%	20	33	-2%	6%	15*
CCS(=O)(=O)N1CCC(C(=O)NCCC2=CCCCC2)CC1	-3%	2%	-2	25	2%	-2%	14
CCn1cc(C(=O)O)c(=O)c2cc(S(=O)(=O)N(C)C)ccc21	-23%	-2%	-3	38	1%	1%	1
O=C(Nc1cccc(S(=O)(=O)N2CCOCC2)c1)C1CC1	-12%	.	.	?	-1%	.	.
CCc1nnc(NC(=O)[C@@H](NC(=O)c2cccc(S(=O)(=O)N(CC)CC)c2)C(C)C)s1	62%[activator]	36%	-19	31	2%	7%	5
Cc1ccc(COC(=O)c2cc(S(=O)(=O)N3CCCCC3)ccc2N2CCOCC2)cc1	53%	.	.	-27	-5%	-18%	.
O=[N+]([O-])c1ccc(CSc2ccc(-c3ccccn3)nn2)cc1	-5%	9%	20	-12	-24%	6%	-1
CN(C)C(=O)c1ccc(NC(=O)COC(=O)c2cc(S(=O)(=O)N(C)C)ccc2N2CCCC2)cc1	94%[activator]	.	.	-9	-5%	?	.
N#Cc1ccc(OCC(=O)NCC2(N3CCCCC3)CCCCC2)cc1	-21%	5%	-18	80	5%	4%	10
COC(=O)C1C2C=CC3(CN(C(C)C)C(=O)C13)O2 (stereo not drawn)	-20%	-1%	-15	31	-2%	-16%	-3
COc1ccc(/C=N/NC(=O)c2ccc(COc3cccc4cccnc34)cc2)cc1O	-40%	4%	32*	?	20%	2%	13*
CC(C)Oc1ccc(C(=O)N/N=C/c2ccc(-c3ccc(S(=O)(=O)Nc4ncccn4)cc3)o2)cc1	-35%	10%	-15	7	71%[activator]	-13%	-1
CSc1ccccc1NC(=S)Nc1ccccc1C(F)(F)F	-17%	-3%	-17	-1	0%	-5%	-1
Cc1ccc(C(CCN(Cc2ccccc2)C(=O)c2ccco2)c2ccco2)cc1 (stereo not drawn)	?	-3%	-53	8	-16%	-9%	14
CCC[N+]1(CC#CC2(O)CCCCC2)CCOCC1	-22%	-3%	33	10	-4%	?	-4

Compound | AmpC inh no detg | FBPA Giardia inh | Shiga inhibitor | HCMV antiviral | AMA1-RON2 inh | AmpC inh detg | CHX counter
COc1ccc(-c2nc3ccccc3c(=O)o2)cc1OC | -15% | -3% | -5 | 42 | 8% | 1% | 4
Nc1c(C(=O)NCc2cccs2)nnn1CC(=O)Nc1cccc(Cl)c1 | -21% | -1% | 4 | -28 | 0% | ? | -1
COc1ccc(C=O)cc1Cn1ccnc1 | -14% | -19% | 34 | -17 | 0% | 4% | -3
Cc1cc2cccc(C)c2nc1SCC(=O)NNC(=O)c1ccco1 | -35% | 6% | -12 | ? | 75%[activator] | -10% | -3
Cc1occc1C(=O)Nc1sccc1C(N)=O | -26% | . | 35 | 8 | -2% | 3% | 38*
COC(=O)c1cc2ccsc2n1Cc1ccccc1F | -10% | 3% | 4 | -33 | 32% | 7% | 10
COc1ccc(C2CC(=O)Oc3c(C(C)C)ccc(C)c32)cc1 (stereo not drawn) | -12% | 5%[89.2 µM] | i | -27 | 14% | . | -4
Cn1c(CCCOc2ccc(Cl)cc2Cl)nnc1SCC(=O)Nc1nccs1 | -5% | 0% | -10 | 17 | -1% | -2% | -4
CC(C#N)CCC#N (stereo not drawn) | -7% | . | . | 15 | 2% | -2% | .
COc1cc(CCC(=O)N2CCN(c3ccccc3)CC2)cc(OC)c1OC | 7% | 4% | 5 | -19 | -7% | 7% | -5
Cc1ccc(C(=O)Nc2nnc(CC(=O)N/N=C/c3ccc(O)c(O)c3)s2)cc1 | 35% | ? | 8 | 33 | ? | -2% | 24*
CC(=O)N(C(C)=O)S(=O)(=O)c1ccc(N=NN2CCCCC2)cc1 | -19% | 9% | 10 | -3 | -8% | ? | -1
CN1CCN(CCC(=O)Nc2ccccc2Cl)CC1 | -14% | 0% | -3 | 25 | 18% | -6% | -1
CCOc1ncccc1C(=O)Nc1nnc(C2CC2)s1 | -1% | 0% | 7 | 14 | -12% | -8% | 9
COc1ccc(NC(=O)CN(C)CC(=O)Nc2cccc(S(=O)(=O)N(C)c3ccccc3)c2)cc1 | 23% | 2% | 1 | -24 | -12% | ? | -1

Compound | AmpC inh no detg | FBPA Giardia inh | Shiga inhibitor | HCMV antiviral | AMA1-RON2 inh | AmpC inh detg | CHX counter
COc1ccc(/C=N/NC(=O)CC(=O)NCCc2ccccc2)cc1OC | -9% | 0% | -22 | 23 | 6% | ? | -1
Cc1cccc(C(=O)NCCCNC(=O)c2ccco2)c1 | 5% | 6% | 6 | -8 | -13% | -8% | -2
CC(C)c1ccc(S(=O)(=O)N2CCN(C(=O)C3CCN(C(=O)c4ccc(F)cc4)CC3)CC2)cc1 | 190%[activator] | . | 4 | ? | 17% | 3% | 2
Cc1ccc2[nH]c3nc(SCCN4CCOCC4)nnc3c2c1 | -29% | 2% | 86* | 21 | 21% | ? | 28*
Cc1ccc2c(c1)cc1c(=O)n(CC(=O)N3CCC4(CC3)OCCO4)nc(C)n12 | 42% | . | 32 | -12 | 2% | 5% | 7
N/C(=N\OC(=O)c1ccccc1[N+](=O)[O-])c1cccnc1 | 0% | 2% | 55* | 154 | 13% | ? | 35*
CSCCC(NC(=O)c1ccco1)c1nc2ccccc2[nH]1 (stereo not drawn) | -21% | . | 12 | 1 | -4% | 6% | 1
CCc1ccc(NC(=S)N(CCN(C)C)C(C)c2ccncc2)cc1 (stereo not drawn) | 20% | 2% | -2 | 0 | -1% | 3% | -3
Cc1cc(C(=O)Cn2c(CO)nc3ccccc32)c(C)n1C | -4% | -3% | 14 | -37 | -13% | 8% | 11
COc1ccccc1N=Nc1c(C)[nH]n(-c2ccccc2)c1=O | 54% | 6% | -11 | -39 | 10% | -8% | 1
O=C(Nc1ccc(Cl)c(C(=O)N2CCOCC2)c1)c1ccccc1 | -53% | 1% | -8 | 32 | -1% | ? | 0
COc1ccc(NC(=O)CCS(=O)(=O)c2ccc3c(c2)CCCN3C(C)=O)cc1 | -11% | 6% | -1 | 4 | -10% | 4% | -3
Cc1ccccc1C(=O)N=c1sccn1C | -19% | 1% | 46 | 42 | 25% | -12% | 13*

2 successive records already listed:
Compound | AmpC inh no detg | FBPA Giardia inh | Shiga inhibitor | HCMV antiviral | AMA1-RON2 inh | AmpC inh detg | CHX counter
COc1ccc(NC(=O)CCS(=O)(=O)c2ccc3c(c2)CCCN3C(C)=O)cc1 | -11% | 6% | -1 | 4 | -10% | 4% | -3
Cc1ccccc1C(=O)N=c1sccn1C | -19% | 1% | 46 | 42 | 25% | -12% | 13*

Gathered by group: the compounds so far with two or more sulfur atoms (four)
Compound | AmpC inh no detg | FBPA Giardia inh | Shiga inhibitor | HCMV antiviral | AMA1-RON2 inh | AmpC inh detg | CHX counter
O=C(CSc1nc(-c2ccc(F)cc2)cc(C(F)(F)F)n1)NCc1cccs1 | -22% | -1% | -7 | 8 | 10% | -8% | 1
CCc1nnc(NC(=O)[C@@H](NC(=O)c2cccc(S(=O)(=O)N(CC)CC)c2)C(C)C)s1 | 62%[activator] | 36% | -19 | 31 | 2% | 7% | 5
CSc1ccccc1NC(=S)Nc1ccccc1C(F)(F)F | -17% | -3% | -17 | -1 | 0% | -5% | -1
Cn1c(CCCOc2ccc(Cl)cc2Cl)nnc1SCC(=O)Nc1nccs1 | -5% | 0% | -10 | 17 | -1% | -2% | -4
